Wnt act = Wnt/beta-catenin pathway activators, primary screen, cell-based, plate reader, single point; Wnt/beta-catenin reporter cell assay, activator; activation, % at 9.35 µM; 300,000 tested, 1.2% active; AID 743398, 2014; in the data active = activation above about 30%, passing the limit was not always enough;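 note: 0% = neutral control wells and 100% = positive control wells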
E coli growth = E. coli V3065 growth inhibition, primary screen, counter-screen for AddAB inhibitor project, absorbance, OD600; 330,000 tested, 0.27% active; inhibition, % at 11.9 µM; AID 449728, 2010; 18 h;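 active = inhibition above the campaign's mean inhibition across all tested compounds plus 3 SD, cut at about 9.9% in these data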;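 note: uninfected addAB+ strain grown without phage in ampicillin broth; 0% = DMSO wells and 100% = ciprofloxacin 0.95 µg/ml wells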
Tat transport = E. coli Tat export inhibitors, primary screen, MC4100, TorA-mCherry reporter, fluorescence, single point | inhibition, % at 10 µM | 340,000 tested, 0.036% active | AID 488895, 2010;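 active = mean replicate inhibition at least 50% and at least half of replicates individually reaching 50%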;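 note: exported cargo escapes ClpAP degradation while cytoplasmic cargo is degraded and loses fluorescence; 0% = median of neutral control wells and 100% = median of NaSCN control wells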
AddAB inh = growth inhibition of E. coli expressing H. pylori AddAB, primary screen, AddAB inhibitor project, absorbance | inhibition, % at 11.9 µM | 330,000 tested, 0.29% active | AID 435030, 2010; in the data active = inhibition above about 12%;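 note: 0% = vehicle wells of infected cells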
CAL PDZ FP-1 = CAL PDZ peptide-binding inhibitors, primary screen, biochemical, fluorescence polarization, Cer-tagged CAL PDZ, HTS; Golgi-associated PDZ and coiled-coil motif-containing protein (Homo sapiens), Q9HD26; purified CAL PDZ, TMR-peptide fluorescence polarization, 1 h; inhibition, % at 20 µM; 330,000 tested, 0.02% active; AID 504414, 2011;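 active = highest replicate inhibition of at least 40%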;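 note: plate controls were DMSO neutral control wells for no effect and unlabeled competitor peptide control wells for full effect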
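System: purified tagged CAL PDZ domain construct (CerCALP). Schedule: 1 h incubation at room temperature before polarization reading. Medium: 25 mM sodium phosphate pH 7.4, 150 mM NaCl, TCEP, IgG, Thesit. Read-out: percent inhibition from loss of millipolarization. Measured by: FP readout, S and P plane fluorescence. Probe or stimulus: fluorescent TMR peptide probe.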
phage Ecoli inh = growth loss of phage-infected E. coli, primary screen, RecBCD inhibitor project, absorbance, with phage, HTS; inhibition, % at 11.9 µM; 360,000 tested, 0.26% active; AID 651602, 2012; in the data active = inhibition above about 11%
SR-BI HDL uptake = inhibitors of SR-BI mediated HDL lipid uptake, primary screen, ldlA[mSR-BI] cells, fluorescence, single point; Scavenger receptor class B member 1 (Mus musculus), Q61009; ldlA[mSR-BI] CHO cells, DiI-HDL uptake fluorescence, 3 h; inhibition, % at 12.5 µM; 320,000 tested, 0.96% active;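 active = mean replicate inhibition of at least 70% and a set share of replicates each scoring 70 or more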;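 note: 0% = median of neutral control wells and 100% = median of positive control wells; values of inactives mirror those of a sister screen read the other way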
Target sequence (Q61009 whole entry, looked up): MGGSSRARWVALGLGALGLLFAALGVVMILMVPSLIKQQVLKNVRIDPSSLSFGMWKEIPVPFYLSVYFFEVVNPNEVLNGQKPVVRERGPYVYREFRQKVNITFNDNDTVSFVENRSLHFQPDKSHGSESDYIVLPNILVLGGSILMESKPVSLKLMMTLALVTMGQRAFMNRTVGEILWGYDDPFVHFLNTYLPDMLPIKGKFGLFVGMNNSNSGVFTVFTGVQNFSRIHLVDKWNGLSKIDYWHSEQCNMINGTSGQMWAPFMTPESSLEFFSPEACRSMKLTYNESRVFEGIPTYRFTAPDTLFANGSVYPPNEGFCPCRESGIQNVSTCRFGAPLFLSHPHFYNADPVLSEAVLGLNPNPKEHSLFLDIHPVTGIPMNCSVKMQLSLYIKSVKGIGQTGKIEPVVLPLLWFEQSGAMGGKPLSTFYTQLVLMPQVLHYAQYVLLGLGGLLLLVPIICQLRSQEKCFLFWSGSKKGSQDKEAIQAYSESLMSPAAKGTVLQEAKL
CAL PDZ FP-2 = untagged CAL PDZ binding inhibitors, primary screen, biochemical, fluorescence polarization, HTS. purified CAL PDZ, TMR-peptide fluorescence polarization, 1 h. Golgi-associated PDZ and coiled-coil motif-containing protein (Homo sapiens), Q9HD26. inhibition, % at 24.9 µM. 300,000 tested, 0.92% active. AID 602252, 2012;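 active = mean inhibition of at least 30% with at least half of replicates also reaching 30%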;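 note: 0% = DMSO neutral control and 100% = excess unlabeled competitor peptide PRC23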
SR-BI DiI-HDL act = activators of SR-BI mediated DiI-HDL uptake, primary screen, ldlA[mSR-BI] CHO cells, DiI fluorescence | 3 h; 100 = double the neutral-control signal | activation, % at 12.5 µM | 320,000 tested, 0.096% active | AID 504775, 2011;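 active = mean replicate activation of at least 60% and every replicate at or above 60%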;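 note: 0% = median plate neutral-control signal and 100% = twice that signal; values of inactives mirror those of a sister screen read the other way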
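Test system: SR-BI-overexpressing, LDLR-lacking CHO cells; Medium: Ham's F12 with 0.5% BSA, HEPES 25 mM, pH 7.4; Schedule: 3 h, 37 °C; Technique: bottom-read fluorescence, 550/595 nm.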
MITF TRPM1 HTS = activators of MITF-driven TRPM1 promoter reporter, primary screen, cell-based, SK-MEL-5, luciferase, single point; 300,000 tested, 0.75% active; activation, % at 12.5 µM; SK-MEL-5 TRPM1-promoter luciferase, 24 h; % of positive control, neutral wells = 0;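 active = mean activation of at least 80% with every replicate also reaching 80%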;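 note: 0% = neutral control wells and 100% = parthenolide positive control wells; values of inactives mirror those of a sister screen read the other way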
* marks the source's active call; other numbers are inactive results; x = not tested or not shown; & = joins results of further samples.

SMILES	Wnt act	E coli growth	Tat transport	AddAB inh	CAL PDZ FP-1	phage Ecoli inh	SR-BI HDL uptake	CAL PDZ FP-2	SR-BI DiI-HDL act	MITF TRPM1 HTS
Cc1cc(=O)oc2cc(OCC3CC(c4ccc(Br)cc4)=NO3)ccc12 (stereo not drawn)	-3	-1.7	3	0.9	-1.1	1.0	11	x	-11	15
CCOC(=O)Cc1csc(NC(=O)Cc2cccs2)n1	x	0.8	-3	0.2	-1.2	3.5	-4	-3	4	x
COc1cc(NC(=S)NC(C)(C)C)c(OC)cc1Cl	2	-0.8	4	3.9	-6.3	5.6	22	-3	-22	3
O=S1(=O)CC(O)C(N(CCO)C(=S)Nc2ccccc2)C1 (stereo not drawn)	7	0.7	1	0.3	0.1	2.0	-12	7	12	-12
O=S(=O)(c1ccccc1)C1Cc2ccccc2C1Cl (stereo not drawn)	-1	0.7	x	3.0	x	0.6	x	x	x	x
COc1ccc(N2C(=O)C(Cl)=C(Oc3cccc(OC)c3)C2=O)cc1	x	2.0	-1	-0.8	0.0	x	39	-2	-39	-19
COC(=O)c1cccc(NC(=O)c2cccnc2)c1	x	1.1	-2	3.6	0.4	2.1	8	-2	-8	1
COc1ccc(C(=O)N(c2ccccc2)c2nccc3ccccc23)cc1OC	-2	x	-5	x	-0.1	-1.5	3	2	-3	-15
COc1ccc(N2CC(C(=O)OCC(=O)c3ccc(C)cc3)CC2=O)cc1 (stereo not drawn)	1	-0.9	8	0.0	-1.8	2.3	-9	0	9	-9
COc1ccc(-c2cc(=O)oc3cc(O)ccc23)cc1	1	-0.4	-4	-1.7	-0.3	-0.3	7	-3	-7	4
Fc1ccc(-c2ccc(-c3nn4c(-c5ccco5)nnc4s3)o2)cc1	10	-3.8	8	0.9	-0.8	2.6	30	-2	-30	43
Cn1c(=O)c(C(=O)CN2CCCCC2)c(N)n(Cc2ccccc2)c1=O	-2	0.9	-2	1.4	0.2	3.0	-25	-4	25	-5
O=C(Cn1nnc(-c2cccs2)n1)NNC(=O)c1ccccc1Cl	-1	-0.2	4	-0.6	-1.2	-0.1	1	-12	-1	9
CC(C)Cn1cc(C(=O)NC2CCN(Cc3ccccc3)CC2)c2c3ccccc3n(C)c2c1=O	4	-1.8	x	1.6	x	2.3	x	x	x	x
Cc1cc(NC(=O)CSCC(=O)N2CCN(c3cccc(C)c3C)CC2)no1	0	0.2	0	1.6	0.2	3.0	19	6	-19	2
O=C(O)CN=C(NS(=O)(=O)c1ccc(Cl)cc1)c1ccccc1	-1	0.3	2	2.2	-1.0	-0.5	-10	-1	10	-12
CCN1C(=O)[C@@H]2[C@@H](c3ccc(-c4ccc(F)cc4)cc3)N3CCCC[C@@]3(C(=O)OC)[C@@H]2C1=O	-2	-1.9	12	4.2	-1.4	0.3	40	-3	-40	3
O=Nc1c(-c2cccc([N+](=O)[O-])c2)nc2ncccn12	2	2.1	x	5.2	x	16*	x	x	x	x
COc1ccccc1-c1noc(CCCC(=O)Nc2ccc(C(N)=O)cc2)n1	-1	3.3	x	3.0	x	2.4	x	x	x	x
O=C(NC(=S)Nc1ccc(Cl)c(C(=O)O)c1)c1cncc(Br)c1	0	-0.6	6	0.8	0.0	2.5	2	-1	-2	9
O=C(N/N=C/C(Br)=C/c1ccccc1)c1cccnc1	-20	0.7	-8	2.9	-1.8	2.6	x	x	x	x
O=C1CCc2cc(NS(=O)(=O)c3ccccc3)cc3c2N1CCC3	-2	0.7	7	-0.3	-0.4	2.9	28	x	-28	11
O=C(CSCc1c(Cl)cccc1Cl)Nc1ccc2c(c1)OCCO2	15	-1.6	-2	-1.4	-1.5	1.9	7	-3	-7	25
COc1ccc(N2CCC(CNC(=S)Nc3ccc(C)cc3C)C2)cc1 (stereo not drawn)	-2	-1.5	-5	-2.1	-0.6	2.4	x	4	x	1
O=C(COC(=O)/C=C/c1cccc(Cl)c1Cl)Nc1ccc2[nH]c(=O)[nH]c2c1	-2	-0.9	13	0.1	-3.7	0.9	-1	0	1	-6

7 entries picked at random from those above, as already listed:
SMILES	Wnt act	E coli growth	Tat transport	AddAB inh	CAL PDZ FP-1	phage Ecoli inh	SR-BI HDL uptake	CAL PDZ FP-2	SR-BI DiI-HDL act	MITF TRPM1 HTS
O=C(NC(=S)Nc1ccc(Cl)c(C(=O)O)c1)c1cncc(Br)c1	0	-0.6	6	0.8	0.0	2.5	2	-1	-2	9
CC(C)Cn1cc(C(=O)NC2CCN(Cc3ccccc3)CC2)c2c3ccccc3n(C)c2c1=O	4	-1.8	x	1.6	x	2.3	x	x	x	x
COc1ccccc1-c1noc(CCCC(=O)Nc2ccc(C(N)=O)cc2)n1	-1	3.3	x	3.0	x	2.4	x	x	x	x
O=C(O)CN=C(NS(=O)(=O)c1ccc(Cl)cc1)c1ccccc1	-1	0.3	2	2.2	-1.0	-0.5	-10	-1	10	-12
COc1ccc(N2C(=O)C(Cl)=C(Oc3cccc(OC)c3)C2=O)cc1	x	2.0	-1	-0.8	0.0	x	39	-2	-39	-19
O=Nc1c(-c2cccc([N+](=O)[O-])c2)nc2ncccn12	2	2.1	x	5.2	x	16*	x	x	x	x
COc1ccc(N2CCC(CNC(=S)Nc3ccc(C)cc3C)C2)cc1 (stereo not drawn)	-2	-1.5	-5	-2.1	-0.6	2.4	x	4	x	1

Further structures follow.
SMILES	Wnt act	E coli growth	Tat transport	AddAB inh	CAL PDZ FP-1	phage Ecoli inh	SR-BI HDL uptake	CAL PDZ FP-2	SR-BI DiI-HDL act	MITF TRPM1 HTS
Cc1cccc(NC(=O)CN2CCN(C(=O)c3ccc(OCc4cn5ccccc5n4)cc3)CC2)c1C	-1	0.3	0	2.7	-1.3	2.0	24	-2	-24	-10
O=C(COc1ccccc1)NC(=S)Nc1cccc(NC(=O)c2ccccc2Cl)c1	-2	1.5	18	4.7	-0.1	2.2	1	-1	-1	2
COc1ccc(CNC(=O)C2Cc3cc(S(=O)(=O)N4CCCC4)ccc3N2C(C)=O)c(OC)c1 (stereo not drawn)	1	-0.3	-4	0.4	-0.8	0.5	10	3	-10	4
CCO[C@H]1OC(C(=O)NC2CC2)=C[C@@H](C2CC2)[C@@H]1CCCO	-2	0.5	0	1.6	1.0	3.1	-20	-2	20	-3
C=CCn1nc2n(c1=O)-c1ccccc1SC2	4	0.7	0	1.4	-1.2	4.7	-2	-3	2	4
C/C=C(\C)C(=O)NCCN1C2=NC[C@H](Cc3ccccc3)N2C[C@@H]1Cc1ccc(OC)cc1	-1	1.3	-9	0.6	-0.1	-0.9	-20	-3	20	5
Cc1nnc(SCC(=O)N(C(C)C)C(C)C)[nH]c1=O	8	0.7	-9	6.3	0.3	-1.9	-13	-2	13	-6
N#Cc1ccc(S(=O)(=O)NCC(=O)OCC(=O)NCCc2ccccc2)cc1	-1	-0.9	4	0.4	-2.4	1.3	-3	1	3	3
CCOC(=O)N/N=C(\CCC(=O)O)c1cccs1	-4	-3.8	3	-1.9	0.0	1.8	-11	-3	11	6
CCC(C(=O)O)N1C(=O)/C(=C/C(C)=C/c2ccccc2)SC1=S (stereo not drawn)	5	2.7	15	1.3	-0.8	1.7	x	-5	x	5
CCOC(=O)CNC(=S)N(Cc1ccccc1F)C1CCCCC1	0	-1.3	5	4.3	-0.3	-0.2	1	1	-1	0
CCN(CC)CCN1C(=O)c2ccccc2NC1c1ccc(N(C)C)cc1 (stereo not drawn)	x	0.0	-18	2.4	1.6	2.0	-26	-3	26	-13
CCN(CC)c1ccc(C2CC(=O)NC3=C2C(=O)CC(C)(C)C3)cc1 (stereo not drawn)	-2	0.5	-4	-0.2	-0.4	1.4	36	-2	-36	-3
Cc1noc(C)c1NC(=O)N(C)C[C@H]1Oc2ccc(NC(=O)Cn3cnnn3)cc2C(=O)N([C@H](C)CO)C[C@@H]1C	-1	4.1	-7	5.4	-0.9	-0.8	5	-2	-5	7
COCCCNC(=O)c1cc2c(-c3ccc(Cl)cc3)nn(C)c2s1	1&0	1.3	-1	6.1	-5.9	1.7	77*	0	-77	-12
Cc1cc(OC(C)C)nc(-c2ccccc2O)n1	x	0.2	3	2.4	0.3	0.6	10	-1	-10	x
N#CC(c1cccc(C(F)(F)F)c1)(c1ncc(C(F)(F)F)cc1Cl)N1CCOCC1 (stereo not drawn)	-4	1.1	17	0.8	-0.1	3.8	-35	x	35	2
Cc1nc(C)c(C(=O)O)c(-c2cccs2)c1C(=O)O	2	-0.5	2	2.6	-0.2	3.0	-29	x	29	x
O=C1CN(c2nnnn2-c2ccccc2)CCN1	x	1.1	-3	0.3	-0.6	3.9	-38	-2	38	-4
COc1cc(/C=C2/C(=O)ON=C2C)cc(Cl)c1O	2	-1.7	-10	0.2	x	0.9	7	4	-7	-22
CCCCN1Cc2c(nc3cc(-c4ccccc4)[nH]n3c2=O)C1=O	0	2.1	1	1.5	0.0	2.9	-15	-8	15	-2
COc1ccc(NC(=O)CSc2nnc(Cc3ccccc3)c(=O)n2N)cc1OC	-3	2.2	-3	4.7	-2.6	2.4	5	-1	-5	1
Cc1cc(Cl)c(OCCOCCN2CCCCC2)c(Br)c1	-3	-0.7	-4	0.3	-0.7	-4.3	-10	-4	10	-9
CCN(C(=O)COC(=O)c1ccc(O)cc1O)c1c(N)n(Cc2ccccc2)c(=O)[nH]c1=O	2	2.3	12	2.5	-0.8	4.4	0	x	0	-1
Cc1cc(C(=O)Cn2cnc3cc([N+](=O)[O-])ccc3c2=O)c(C)n1CC1CCCO1 (stereo not drawn)	0	2.4	3	0.5	-0.7	3.0	26	x	-26	9
O=C(Nc1ccc2c(c1)ncn2-c1ccccc1)c1ccco1	x	-1.7	1	-0.1	-1.5	0.9	4	-4	-4	65
CCOC(CNC(=O)c1ccc(CNC(=O)c2ccc(OC)c(OC)c2)cc1)OCC	2	1.1	4	3.0	0.2	0.8	4	-1	-4	-2
O=C(OCc1ccccc1Cl)c1ccccc1C(=O)c1ccccc1	x	-4.2	11	0.2	-2.7	2.2	-11	-2	11	17
CC(C)n1nc(CC(=O)O)c2ccccc2c1=O	-1	0.2	1	-0.3	0.0	-0.6	-12	11	12	6
CC(C)c1ccc(C(=O)OCC(=O)NC2CCCC2)cc1	-1	-0.3	-2	2.0	-1.3	-0.3	1	-2	-1	-8

Screening results from PubChem BioAssay.
